TAAR1 agonist = human TAAR1 agonism. Q96RJ0. CHO RD-HGA16 TAAR1, Fluo-8 calcium fluorescence; vehicle wells 0%, saturating PEA agonist 100%. activation, % at 3 µM. actives 0.99% (n = 360,000). AID 624467;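 active means activation above the mean activation of all test compounds in the run plus 3 SD, cut at about 38% in these data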
Target sequence (Q96RJ0 whole entry, looked up): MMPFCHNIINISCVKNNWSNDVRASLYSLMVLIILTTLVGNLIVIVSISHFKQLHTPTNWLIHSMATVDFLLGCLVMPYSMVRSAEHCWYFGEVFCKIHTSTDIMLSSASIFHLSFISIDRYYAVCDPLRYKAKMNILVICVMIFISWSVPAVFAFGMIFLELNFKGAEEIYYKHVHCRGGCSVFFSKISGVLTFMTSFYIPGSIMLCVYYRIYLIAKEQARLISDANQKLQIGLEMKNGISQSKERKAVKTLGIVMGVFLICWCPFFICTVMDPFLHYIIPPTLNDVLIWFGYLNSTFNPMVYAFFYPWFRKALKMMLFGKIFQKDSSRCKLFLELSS
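test system = CHO RD-HGA16 cells carrying human TAAR1 plus Gα16 | schedule = 17-24 h seeding, 75 min 37 °C dye, 30 min RT | compound dosing = 3 µM single concentration | control set = DMSO and PEA EC100 | replicates = n 1 | signal = Fluo-8 fluorescence, 5 s baseline then 140 s kinetic read | measure = percent activation vs PEA EC100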
OXTR ag = agonists of human oxytocin receptor | AID 2435 | CHO-OTR cells, Fluo-8 calcium fluorescence; normalized: DMSO 0%, oxytocin 100% | actives 0.32% (n = 320,000) | activation, % at 3 µM | P30559;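 active means activation above the mean of all tested compounds plus 3 SD, cutoff set per screening run, cut at about 20% in these data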;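 further: peak over basal fluorescence ratio from a 100 s FLIPR kinetic read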
OXTR potentiate = potentiates the human oxytocin receptor response | activation, % at 3 µM | CHO-OTR cells, Fluo-8 calcium fluorescence, potentiator mode; 0% = oxytocin EC15, 100% = EC100 | actives 0.061% (n = 320,000) | AID 2445;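 active means activation above that plate's cutoff, the mean activation of tested compounds plus 3 SD, cut at about 6.6% in these data, passing the limit was not always enough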;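 further: 100% uses oxytocin at 75 nM as the full agonist control; some results filed as inactive read as strong as hits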
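test system = CHO-OTR cells, human receptor | compound = single-point 3.0 µM | schedule = 6 min compound pre-incubation at room temperature, 100 s kinetic read | signal = Fluo-8 no-wash calcium dye fluorescence, excitation 470-495 nm, emission 515-575 nm | repeats = single well per compound, singlicate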
CHRM1 antagonist = human CHRM1 antagonism; P11229; CHO-K1 hM1, Fluo-8 calcium fluorescence, ACh EC80 antagonist; inhibition, % at 3 µM; actives 1.3% (n = 360,000); AID 588852;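 active means percent inhibition above its own plate's cutoff, namely the mean of that plate's compound wells plus 3 SD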;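 further: peak over basal fluorescence ratio during 140 s after agonist addition; 0% = ACh EC80 plus DMSO and 100% = DMSO alone without agonist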
Target sequence (P11229 whole entry, looked up): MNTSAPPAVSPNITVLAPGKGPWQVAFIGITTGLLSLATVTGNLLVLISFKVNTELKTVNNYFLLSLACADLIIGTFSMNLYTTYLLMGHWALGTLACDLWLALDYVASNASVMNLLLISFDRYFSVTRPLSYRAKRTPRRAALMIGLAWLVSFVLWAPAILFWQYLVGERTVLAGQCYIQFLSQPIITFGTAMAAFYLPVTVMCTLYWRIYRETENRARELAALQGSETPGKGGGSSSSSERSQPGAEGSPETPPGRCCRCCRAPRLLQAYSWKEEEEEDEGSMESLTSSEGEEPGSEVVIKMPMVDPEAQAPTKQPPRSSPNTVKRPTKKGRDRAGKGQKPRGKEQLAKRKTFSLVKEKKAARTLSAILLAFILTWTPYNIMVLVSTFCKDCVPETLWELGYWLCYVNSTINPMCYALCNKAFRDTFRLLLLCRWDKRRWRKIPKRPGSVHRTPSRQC
CHO parental Ca = counter-screen for OX1R antagonists: effect in parental CHO cells. inhibition, % at 5.6 µM. actives 0.63% (n = 330,000). parental CHO-K1, ATP-induced calcium, Fluo-8 fluorescence. AID 463079;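 active means inhibition above that plate's mean sample inhibition plus 3 SD, cut at about 26% in these data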;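 further: 0% = ATP-challenged DMSO wells and 100% = DMSO wells without ATP; some compounds past the cut are filed as inactive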
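Assay system: untransfected parental CHO cell line. Also added: ATP agonist challenge. Dosing: one dose, 5.6 µM nominal. Measured by: Fluo-8 fluorescence. Read-out: % inhibition. Benchmarks: ATP wells versus no-ATP DMSO wells. Repeats: no replicates.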
CHRM1 PAM = human CHRM1 positive allosteric modulation; CHO-K1 hM1, Fluo-8 calcium fluorescence, ACh EC20; 0% = ACh EC20, 100% = maximal ACh; activation, % at 3 µM; actives 0.088% (n = 360,000); AID 588819; in the data active means activation above about 19%, passing the limit was not always enough
CHRM1 agonist = human M1 muscarinic receptor agonism. P11229. CHO-K1 hM1, Fluo-8 calcium fluorescence, agonist mode; 0% DMSO, 100% acetylcholine EC100. activation, % at 3 µM. actives 0.33% (n = 360,000);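 active means activation above the run's mean compound activation plus 3 SD, cut at about 16% in these data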;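 further: peak over basal fluorescence ratio within a 140 s kinetic read after compound addition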
TAAR1 antag = antagonists of human TAAR1; CHO RD-HGA16 TAAR1, Fluo-8 calcium fluorescence, antagonist; inhibition, % at 3 µM; actives 1.5% (n = 360,000);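 active means inhibition above a per-plate cutoff, the mean inhibition of test compounds on that plate plus 3 SD, cut at about 49% in these data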;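 further: 0% = DMSO plus EC80 beta-PEA response and 100% = DMSO alone without agonist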
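Test system: CHO RD-HGA16 cells bearing hTAAR1 | Reagent: β-PEA, EC80 | Compound dosing: 3 µM, single point | Schedule: Dye loading 75 min at 37 °C, then 30 min room temperature | Signal: Calcium fluorescence with Fluo-8 | Evaluation: Percent inhibition of PEA-evoked calcium signal, max/basal emission ratio | Control set: DMSO-only wells and EC80 β-PEA-stimulated wells | Repeats: Singlicate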
V1R ag counter = activates human V1a receptor in oxytocin agonist counter-screen | AID 2797 | CHO-V1R cells, Fluo-8 calcium fluorescence, agonist mode; 0% DMSO, 100% 3 nM vasopressin | activation, % at 3 µM | actives 0.25% (n = 320,000) | P37288;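 active means activation above the mean activation of all tested compounds plus 3 SD, per screening run, cut at about 20% in these data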;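 further: signal is peak over basal fluorescence ratio across a 100 second FLIPR read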
Starred values were filed as active, the others as inactive.

Sample of the layout (3 entries):
What do the screens show for `COc1cccc(/C=N/c2oc(-c3ccccc3)cc2C#N)c1O`?
TAAR1 agonist: 0; OXTR ag: -1.4; OXTR potentiate: -14; CHRM1 antagonist: -2; CHO parental Ca: 14; CHRM1 PAM: 2; CHRM1 agonist: -3; TAAR1 antag: 5; V1R ag counter: 0.5

What do the screens show for `O=C1/C(=C/c2cccs2)CCC1C1CCCC1` (stereo not drawn)?
TAAR1 agonist: 5; OXTR ag: -1.9; OXTR potentiate: -4; CHRM1 antagonist: -13; CHO parental Ca: -11; CHRM1 PAM: 4; CHRM1 agonist: -4; TAAR1 antag: -19; V1R ag counter: -0.7

What do the screens show for `O=C(c1ccc(-c2ccccc2)cc1)N1CCN(c2ncccn2)CC1`?
TAAR1 agonist: 17; OXTR ag: -2.0; OXTR potentiate: -13; CHRM1 antagonist: -4; CHO parental Ca: -7; CHRM1 PAM: 11; CHRM1 agonist: -4; TAAR1 antag: 7; V1R ag counter: 0.4

Results (from the top)
What do the screens show for `COc1cccc(/C=N/c2oc(-c3ccccc3)cc2C#N)c1O`?
TAAR1 agonist: 0; OXTR ag: -1.4; OXTR potentiate: -14; CHRM1 antagonist: -2; CHO parental Ca: 14; CHRM1 PAM: 2; CHRM1 agonist: -3; TAAR1 antag: 5; V1R ag counter: 0.5

What do the screens show for `O=C1/C(=C/c2cccs2)CCC1C1CCCC1` (stereo not drawn)?
TAAR1 agonist: 5; OXTR ag: -1.9; OXTR potentiate: -4; CHRM1 antagonist: -13; CHO parental Ca: -11; CHRM1 PAM: 4; CHRM1 agonist: -4; TAAR1 antag: -19; V1R ag counter: -0.7

What do the screens show for `O=C(c1ccc(-c2ccccc2)cc1)N1CCN(c2ncccn2)CC1`?
TAAR1 agonist: 17; OXTR ag: -2.0; OXTR potentiate: -13; CHRM1 antagonist: -4; CHO parental Ca: -7; CHRM1 PAM: 11; CHRM1 agonist: -4; TAAR1 antag: 7; V1R ag counter: 0.4

What do the screens show for `N#C/C(=C\c1c(Cl)cccc1Cl)c1nn(-c2ccccc2)c(-n2cccc2)c1C#N`?
TAAR1 agonist: 5; OXTR ag: 1.0; OXTR potentiate: -12; CHRM1 antagonist: 5; CHO parental Ca: 11; CHRM1 PAM: 6; CHRM1 agonist: -1; TAAR1 antag: 30; V1R ag counter: 2.8

How did COc1cccc(C(C(=O)NC2CCCCC2)N(C(=O)Cc2cccs2)c2ccc(-n3cnnn3)c(OC)c2)c1 (stereo not drawn) do in these assays?
TAAR1 agonist: 6; OXTR ag: -0.7; OXTR potentiate: -5; CHRM1 antagonist: -4; CHO parental Ca: -13; CHRM1 PAM: 5; CHRM1 agonist: -5; TAAR1 antag: 4; V1R ag counter: -1.2

How did CCO/C=C1/C(=O)N(CC)c2ccccc21 do in these assays?
TAAR1 agonist: 11; OXTR ag: -2.2; OXTR potentiate: -5; CHRM1 antagonist: -11; CHO parental Ca: -18; CHRM1 PAM: 14; CHRM1 agonist: -1; TAAR1 antag: 0; V1R ag counter: -0.9

How did COc1cccc(Nc2ncccc2C(=O)NCc2ccccc2)c1 do in these assays?
TAAR1 agonist: 16; CHRM1 antagonist: -7; CHRM1 PAM: 5; CHRM1 agonist: 0; TAAR1 antag: 17

How did CCC1(C2=CCCCC2)C(=O)NC(=O)N=C1N (stereo not drawn) do in these assays?
TAAR1 agonist: 3; CHRM1 antagonist: -4; CHRM1 PAM: 0; CHRM1 agonist: -3; TAAR1 antag: -6

How did CC[N+](CC)(CC)C/C=C/CN1CCCCC1 do in these assays?
TAAR1 agonist: 4; OXTR ag: 0.7; OXTR potentiate: -4; CHRM1 antagonist: -11; CHO parental Ca: 10; CHRM1 PAM: 6; CHRM1 agonist: -9; TAAR1 antag: -13; V1R ag counter: 0.4

How did c1ccc(C(c2ccccc2)N2CCN(C(c3ccccn3)c3nnnn3C3CCCC3)CC2)cc1 (stereo not drawn) do in these assays?
OXTR ag: 0.3; OXTR potentiate: -2; CHRM1 antagonist: 6; CHO parental Ca: -4; CHRM1 PAM: -2; CHRM1 agonist: -5; V1R ag counter: 0.0

How did NC(=O)C1(N2CCCCC2)CCN(c2nc(-c3ccccc3)cs2)CC1 do in these assays?
TAAR1 agonist: 30; OXTR ag: 17; OXTR potentiate: -16; CHRM1 antagonist: -34; CHO parental Ca: -14; CHRM1 PAM: -1; CHRM1 agonist: 5; TAAR1 antag: 17; V1R ag counter: 5.5

Results for CC(C)Oc1ccc(C(CC(=O)O)n2cnnn2)cc1 (stereo not drawn) ?
TAAR1 agonist: 5; OXTR ag: 1.8; OXTR potentiate: -3; CHRM1 antagonist: -4; CHO parental Ca: -3; CHRM1 PAM: 12; CHRM1 agonist: -8; TAAR1 antag: 12; V1R ag counter: 1.4

How did COc1cc(NC(=O)CSc2c3c(nc4ccccc24)CCC3)cc(OC)c1OC do in these assays?
TAAR1 agonist: 1; OXTR ag: 0.4; OXTR potentiate: -8; CHRM1 antagonist: -3; CHO parental Ca: -20; CHRM1 PAM: 6; CHRM1 agonist: -5; TAAR1 antag: 4; V1R ag counter: 3.0

How did CC(C)(C)C(=O)Nc1ccc(-c2cnco2)cc1 do in these assays?
TAAR1 agonist: 12; OXTR ag: 1.0; OXTR potentiate: 1; CHRM1 antagonist: -15; CHO parental Ca: -1; CHRM1 PAM: 10; CHRM1 agonist: -1; TAAR1 antag: -15; V1R ag counter: 1.3

What do the screens show for `COc1cc(NC(=O)c2ccccc2[N+](=O)[O-])ccc1NC(=O)C(C)C`?
TAAR1 agonist: 0; OXTR ag: -0.5; OXTR potentiate: -5; CHRM1 antagonist: 3; CHO parental Ca: -7; CHRM1 PAM: 0; CHRM1 agonist: -3; TAAR1 antag: -11; V1R ag counter: 0.9

How did O=C(NCC1CC1)C1Cc2c(-c3ccc4c(c3)OCO4)ccnc2O1 (stereo not drawn) do in these assays?
TAAR1 agonist: 0; CHRM1 antagonist: -12; CHRM1 PAM: 10; CHRM1 agonist: -3; TAAR1 antag: 6

Results for Cc1ccc([C@@H]2[C@@H]3C(=O)N(C)C(=O)[C@@H]3[C@]3(C)C(=O)N(CC4CC4)CC(=O)N23)o1 ?
TAAR1 agonist: 7; OXTR ag: -0.6; OXTR potentiate: -1; CHRM1 antagonist: 7; CHO parental Ca: -1; CHRM1 PAM: -1; CHRM1 agonist: -3; TAAR1 antag: -3; V1R ag counter: 1.2

How did Cc1cccc2cc(C#N)c(NCCNC(=O)COc3ccccc3)nc12 do in these assays?
TAAR1 agonist: 7; OXTR ag: -1.5; OXTR potentiate: -20; CHRM1 antagonist: 0; CHO parental Ca: -4; CHRM1 PAM: 5; CHRM1 agonist: -1; TAAR1 antag: 4; V1R ag counter: -0.5

Results for Cc1cccc(C)c1NS(=O)(=O)c1ccc(NC(=O)c2ccc(Cl)c([N+](=O)[O-])c2)cc1 ?
TAAR1 agonist: 2; OXTR ag: 0.9; OXTR potentiate: -11; CHRM1 antagonist: -6; CHO parental Ca: -5; CHRM1 PAM: 2; CHRM1 agonist: -9; TAAR1 antag: 9; V1R ag counter: 0.2

What do the screens show for `CCOC(=O)/C=C1/SCC(=O)N1CC(=O)Nc1cccc(F)c1`?
TAAR1 agonist: 3; OXTR ag: 2.4; OXTR potentiate: -6; CHRM1 antagonist: 21; CHO parental Ca: 0; CHRM1 PAM: -8; CHRM1 agonist: -3; TAAR1 antag: -5; V1R ag counter: 1.0

What do the screens show for `COc1cc(/C=C2\CCC/C(=C\c3ccc(O)c(OC)c3)C2=O)ccc1O`?
TAAR1 agonist: 14; OXTR ag: 3.1; OXTR potentiate: -19; CHRM1 antagonist: 16; CHO parental Ca: 4; CHRM1 PAM: -7; CHRM1 agonist: -3; TAAR1 antag: 53*; V1R ag counter: 1.2

Results for COc1ccc(CN2CCN(C(=O)C3CCC(CNS(=O)(=O)c4ccc(C)cc4)CC3)CC2)c(OC)c1OC (stereo not drawn) ?
TAAR1 agonist: 10; OXTR ag: 4.9; OXTR potentiate: -10; CHRM1 antagonist: 18; CHO parental Ca: -13; CHRM1 PAM: -9; CHRM1 agonist: -6; TAAR1 antag: 4; V1R ag counter: 6.8

How did O=C(c1ccc(CS(=O)(=O)c2ccc(Br)cc2)o1)N1CCCC1 do in these assays?
TAAR1 agonist: 1; OXTR ag: 3.4; OXTR potentiate: 0; CHRM1 antagonist: -5; CHO parental Ca: -13; CHRM1 PAM: 1; CHRM1 agonist: 3; TAAR1 antag: -4; V1R ag counter: 3.0

How did COc1ccc(CNC(=O)C(OC(=O)c2ccco2)c2ccccc2)cc1 (stereo not drawn) do in these assays?
TAAR1 agonist: 2; OXTR ag: -0.1; OXTR potentiate: -11; CHRM1 antagonist: 2; CHO parental Ca: -11; CHRM1 PAM: -1; CHRM1 agonist: -3; TAAR1 antag: 12; V1R ag counter: 0.3

Results for CC(C)(C)NC(=O)NCc1ccco1 ?
TAAR1 agonist: 21; OXTR ag: -0.4; OXTR potentiate: -7; CHRM1 antagonist: -1; CHO parental Ca: -12; CHRM1 PAM: 6; CHRM1 agonist: -3; TAAR1 antag: -11; V1R ag counter: 0.6

How did O=C(c1ccccc1)[C@H]1[C@H](c2ccccc2)[C@@]2(N=C(c3ccccc3)OC2=O)C2c3ccccc3C=NN21 (stereo partly drawn) do in these assays?
OXTR ag: -0.6; OXTR potentiate: 1; CHO parental Ca: -19; V1R ag counter: -0.8

Results for CCOc1ccc(S(=O)(=O)NCCC(=O)Nc2cccc(C(=O)OC)c2)cc1 ?
TAAR1 agonist: 1; OXTR ag: 2.8; OXTR potentiate: -7; CHRM1 antagonist: -18; CHO parental Ca: -16; CHRM1 PAM: 16; CHRM1 agonist: 0; TAAR1 antag: -6; V1R ag counter: 6.4

What do the screens show for `COc1ccc(NC(=O)CN(C)C(=O)c2cc(C)on2)cc1`?
TAAR1 agonist: 2; OXTR ag: 0.4; OXTR potentiate: 1; CHRM1 antagonist: -3; CHO parental Ca: 1; CHRM1 PAM: 10; CHRM1 agonist: 0; TAAR1 antag: 4; V1R ag counter: 0.5
